Screening results (PubChem BioAssay)
TAAR1 agonist: human TAAR1 agonism | CHO RD-HGA16 TAAR1, Fluo-8 calcium fluorescence; vehicle wells 0%, saturating PEA agonist 100% | 0.99% of 360,000 active | Q96RJ0 | activation, % at 3 µM;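 active = activation above the mean activation of all test compounds in the run plus 3 SD, cut at about 38% in these data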
Target sequence (Q96RJ0 whole entry, looked up): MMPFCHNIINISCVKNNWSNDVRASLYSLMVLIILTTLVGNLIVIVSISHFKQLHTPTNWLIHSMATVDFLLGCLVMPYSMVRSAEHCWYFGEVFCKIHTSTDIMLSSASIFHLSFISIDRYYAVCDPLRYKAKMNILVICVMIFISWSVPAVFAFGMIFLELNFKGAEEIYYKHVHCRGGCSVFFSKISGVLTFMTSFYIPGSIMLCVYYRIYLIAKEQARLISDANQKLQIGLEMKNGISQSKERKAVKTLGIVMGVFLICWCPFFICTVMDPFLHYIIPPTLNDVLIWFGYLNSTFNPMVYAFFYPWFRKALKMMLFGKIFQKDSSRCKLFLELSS
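System: CHO-derived RD-HGA16 cells with stable Gα16 and human TAAR1 / Times: 17-24 h plating, Fluo-8 75 min 37 °C, 30 min RT / Technique: calcium-sensitive Fluo-8 signal, excitation 470-495, emission 515-575 nm / Measure: % activation relative to PEA EC100 response / Benchmarks: DMSO and PEA EC100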
CHRM1 agonist: agonists of human M1 muscarinic receptor; 0.33% of 360,000 active; P11229; activation, % at 3 µM; CHO-K1 hM1, Fluo-8 calcium fluorescence, agonist mode; 0% DMSO, 100% acetylcholine EC100;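 active = activation above the run's mean compound activation plus 3 SD, cut at about 16% in these data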;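 note: peak over basal fluorescence ratio within a 140 s kinetic read after compound addition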
Target sequence (P11229 whole entry, looked up): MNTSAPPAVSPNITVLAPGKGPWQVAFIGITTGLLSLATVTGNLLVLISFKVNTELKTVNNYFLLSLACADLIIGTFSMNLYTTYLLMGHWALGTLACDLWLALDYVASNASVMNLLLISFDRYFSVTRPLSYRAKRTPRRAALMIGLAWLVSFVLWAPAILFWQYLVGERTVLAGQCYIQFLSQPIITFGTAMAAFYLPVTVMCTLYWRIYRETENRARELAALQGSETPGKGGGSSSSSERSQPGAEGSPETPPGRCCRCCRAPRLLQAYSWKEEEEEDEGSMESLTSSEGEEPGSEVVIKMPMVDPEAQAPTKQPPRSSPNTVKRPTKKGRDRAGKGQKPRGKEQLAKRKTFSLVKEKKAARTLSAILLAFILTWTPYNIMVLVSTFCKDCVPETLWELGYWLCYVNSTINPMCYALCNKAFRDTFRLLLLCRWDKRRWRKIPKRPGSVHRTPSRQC
TAAR1 antagonist: antagonists of human TAAR1. Q96RJ0. CHO RD-HGA16 TAAR1, Fluo-8 calcium fluorescence, antagonist. inhibition, % at 3 µM. 1.5% of 360,000 active;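 active = inhibition above a per-plate cutoff, the mean inhibition of test compounds on that plate plus 3 SD, cut at about 49% in these data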;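 note: 0% = DMSO plus EC80 beta-PEA response and 100% = DMSO alone without agonist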
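System: CHO RD-HGA16 cells bearing hTAAR1. Reagent: EC80 β-phenethylamine stimulus. Schedule: seeding 17-24 h prior, 75-min 37 °C, 30-min RT dye loading. Signal: Fluo-8 intracellular calcium dye fluorescence, real-time kinetic reads. Read-out: % inhibition from peak post-agonist over basal fluorescence ratio. Benchmarks: vehicle wells and EC80 agonist wells. Replicates: n of 1.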
V1R ag counter: counter-screen for oxytocin receptor agonists: human V1a receptor agonists. CHO-V1R cells, Fluo-8 calcium fluorescence, agonist mode; 0% DMSO, 100% 3 nM vasopressin. 0.25% of 320,000 active. activation, % at 3 µM;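 active = activation above the mean activation of all tested compounds plus 3 SD, per screening run, cut at about 20% in these data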;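 note: signal is peak over basal fluorescence ratio across a 100 second FLIPR read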
CHO parental Ca: signal in parental CHO cells, OX1R antagonist counter-screen | parental CHO-K1, ATP-induced calcium, Fluo-8 fluorescence | inhibition, % at 5.6 µM | 0.63% of 330,000 active;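 active = inhibition above that plate's mean sample inhibition plus 3 SD, cut at about 26% in these data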;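 note: 0% = ATP-challenged DMSO wells and 100% = DMSO wells without ATP; some compounds past the cut are filed as inactive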
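Material: parental CHO cells / Compound: single nominal dose of 5.6 µM per compound / Signal: Fluo-8 fluorescence / Replicates: singlicate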
OXTR agonist: activates the human oxytocin receptor. P30559. CHO-OTR cells, Fluo-8 calcium fluorescence; normalized: DMSO 0%, oxytocin 100%. activation, % at 3 µM. 0.32% of 320,000 active. AID 2435;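 active = activation above the mean of all tested compounds plus 3 SD, cutoff set per screening run, cut at about 20% in these data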;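 note: peak over basal fluorescence ratio from a 100 s FLIPR kinetic read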
M1 PAM: positive allosteric modulators of human M1 muscarinic receptor. CHO-K1 hM1, Fluo-8 calcium fluorescence, ACh EC20; 0% = ACh EC20, 100% = maximal ACh. AID 588819. 0.088% of 360,000 active. P11229. activation, % at 3 µM; in the data active = activation above about 19%, passing the limit was not always enough
M1 antag: human CHRM1 antagonism | inhibition, % at 3 µM | CHO-K1 hM1, Fluo-8 calcium fluorescence, ACh EC80 antagonist | P11229 | 1.3% of 360,000 active;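 active = percent inhibition above its own plate's cutoff, namely the mean of that plate's compound wells plus 3 SD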;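 note: peak over basal fluorescence ratio during 140 s after agonist addition; 0% = ACh EC80 plus DMSO and 100% = DMSO alone without agonist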
OXTR potentiate: human OXTR potentiation | P30559 | CHO-OTR cells, Fluo-8 calcium fluorescence, potentiator mode; 0% = oxytocin EC15, 100% = EC100 | activation, % at 3 µM | 0.061% of 320,000 active | AID 2445;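 active = activation above that plate's cutoff, the mean activation of tested compounds plus 3 SD, cut at about 6.6% in these data, passing the limit was not always enough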;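 note: 100% uses oxytocin at 75 nM as the full agonist control; some results filed as inactive read as strong as hits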
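Measured by – Fluo-8 calcium dye fluorescence · Test system – human OTR in CHO cells · Dosing – one concentration, 3.0 µM compound · Controls – EC15 oxytocin alone as 0%, 75 nM oxytocin as 100% · Evaluation – normalized max/min fluorescence ratio, % activation · Timing – 6 min pre-incubation, 100 s read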
* hit, by the source's call; / = no result given; & = joins results of further samples.

#	SMILES	TAAR1 agonist	CHRM1 agonist	TAAR1 antagonist	V1R ag counter	CHO parental Ca	OXTR agonist	M1 PAM	M1 antag	OXTR potentiate
1	CC1CN(C(=O)c2ccc(S(=O)(=O)Nc3ccccc3Cl)cc2)CC(C)O1 (stereo not given)	2	-1	-14	0.2	-4	-0.3	0	-2	-12
2	CN(C(=O)c1cccc(COc2ccc(Cl)cc2Cl)c1)c1ccccc1	5	-10	1	1.5	17	0.3	-7	8	-9
3	COc1cccc(CNC(=O)C(=O)NCCC2CCCCN2S(=O)(=O)c2ccccc2)c1 (stereo not given)	-1	-4	-1	-0.3	-26	-1.7	3	-12	-9
4	COc1ccc(-c2cc(C(=O)OCC(=O)c3cccc([N+](=O)[O-])c3)c3cc(C)ccc3n2)cc1	1	-1	-5	-0.1	-12	1.1	13	-10	2
5	COC(=O)c1ccc(C(=O)OC)c(NC(=O)COc2ccccc2OC)c1	3	-2	11	0.4	-6	-1.1	5	-6	-18
6	Cc1cccc(N2CCN(S(=O)(=O)c3c(C)[nH]c(C)c3C(=O)N3CCCCC3)CC2)c1C	7	-3	-23	0.2	-26	-0.4	5	-4	-9
7	Nc1ccc(S(=O)(=O)Nc2cnc3ccccc3n2)cc1	-1&3	-2&-2	-11&-23	-0.2&0.4	-1&-2	-0.6&-0.7	-2&6	-15&-11	-7&-9
8	CC(=O)c1cccc(NC(=O)CSc2ccc(-c3ccco3)nn2)c1	2	-2	-1	1.7	-16	0.0	2	0	-10
9	Cc1cc(Cl)cc2sc(=S)[nH]c12	4	3	1	/	/	/	6	-21	/
10	CC(C)NC(=S)N/N=C/c1ccccc1[N+](=O)[O-]	1	0	-17	-0.3	6	0.6	12	-2	4
11	Cc1ccc(C)c(S(=O)(=O)N2CCN(C(=O)CN3C(=O)C4CC=CCC4C3=O)CC2)c1 (stereo not given)	1	-1	7	/	/	/	-1	-15	/
12	Cc1ccc(S(=O)(=O)NC(=O)N2CCN(Cc3c(F)cccc3Cl)CC2)cc1	3	-6	-8	1.0	-23	1.9	5	-3	-6
13	Cc1ccc(C)c(S(=O)(=O)N2CCN(CC(=O)NC(=O)NCc3ccco3)CC2)c1	1	-1	-26	-0.4	-12	-0.5	7	-6	-10
14	CC1(C(=O)Nc2cccc3c2CCCC3)CCN1C(=O)Cc1ccccc1Cl (stereo not given)	4	-2	22	/	/	/	-7	0	/
15	COc1ccc(-c2nc3c4ccccc4ccn3c2Cc2cccc(F)c2)cc1OC	1	-3	9	/	/	/	0	-24	/
16	O=C(COC(=O)C1CC2C=CC1C2)NCc1ccco1 (stereo not given)	-1	-3	-10	0.3	-1	0.1	6	-3	-13
17	COc1ccccc1NC(=S)N1CCC(NC(=O)NC23CC4CC(CC(C4)C2)C3)CC1	-2	-11	0	-1.4	-4	-1.3	2	-10	-3
18	Cc1nc2sccn2c1P(c1c(C)nc2sccn12)c1c(C)nc2sccn12	1	-6	-6	0.5	-12	0.3	1	-1	-9
19	CCn1cc(C(=O)OCC(=O)c2ccccc2)c(=O)c2ccc(C)nc21	6	-2	-9	/	/	/	6	-3	/
20	COc1ccccc1CCNC(=O)c1cccc(S(=O)(=O)N2CCc3ccccc3C2)c1	4	3	35	0.7	-8	0.0	11	1	-8
21	COc1ccc(CNC(=O)COC(=O)CNC(=O)c2sc3ccccc3c2Cl)cc1OC	2	-4	-15	4.5	-23	-0.8	1	4	-9
22	COc1ccc([N+](=O)[O-])cc1NC(=O)CCN1CCN(C)CC1	1	-8	3	-0.6	8	-0.2	-12	9	-7
23	CC(C)CNC(=O)c1ccccc1-c1ccccc1C(=O)O	54*	2	3	-1.2	7	0.2	3	-1	-12
24	COc1cc(C)ccc1OCCOc1c(Cl)cc(Cl)cc1Cl	0	-3	-16	0.1	-23	0.0	-7	7	-11
25	CCOc1cc(C(=S)N2CCCC2)ccc1OC(=O)Cc1ccc(F)cc1	5	-8	-6	1.7	-2	-1.7	16	-14	-2

The final 3 entries of the section before are carried over, then new ones follow.
#	SMILES	TAAR1 agonist	CHRM1 agonist	TAAR1 antagonist	V1R ag counter	CHO parental Ca	OXTR agonist	M1 PAM	M1 antag	OXTR potentiate
23	CC(C)CNC(=O)c1ccccc1-c1ccccc1C(=O)O	54*	2	3	-1.2	7	0.2	3	-1	-12
24	COc1cc(C)ccc1OCCOc1c(Cl)cc(Cl)cc1Cl	0	-3	-16	0.1	-23	0.0	-7	7	-11
25	CCOc1cc(C(=S)N2CCCC2)ccc1OC(=O)Cc1ccc(F)cc1	5	-8	-6	1.7	-2	-1.7	16	-14	-2
26	CCn1c(SCC(=O)N/N=C/c2ccc(O)c(OC)c2)nc2ccccc21	0	-6	8	0.8	-9	0.0	5	-8	-8
27	N#CC1=C(N)Oc2n[nH]c(-c3cccnc3)c2C1c1cc(F)ccc1F (stereo not given)	2	-1	-12	0.6	-6	1.1	9	-12	0
28	COc1ccc(C(=O)Nc2ccc(S(=O)(=O)N3CCCCC3)cc2)cc1	6	-2	6	2.7	-3	3.2	5	-7	-6
29	O=C(COc1cc(F)ccc1[N+](=O)[O-])N1N=C(c2cccs2)CC1c1ccco1 (stereo not given)	12	-5	6	1.4	-6	0.6	2	-6	-3
30	CCN(CC)S(=O)(=O)c1cc(NC(=O)COC(=O)CCC(=O)c2ccc(F)cc2)ccc1C	3	-6	15	6.9	-13	5.8	-4	-4	-14
31	Cc1c(Cl)cccc1NC(=S)NCCN1CCOCC1	3	-6	3	0.1	-14	0.8	4	-9	1
32	CC(C)N(C(=O)COC(=O)CCC(=O)c1cccs1)c1ccccc1	2	4	-5	1.3	-9	1.4	10	11	-7
33	CC(C)(C)c1csc(NC(=O)Cc2cccs2)n1	-1	-7	-11	-1.0	-11	-1.5	-6	17	1
34	COc1cc(C=Cc2nnc3c4ccccc4cnn23)cc(OC)c1OC	5	0	13	/	/	/	7	-12	/
35	COc1cc([N+](=O)[O-])cc(/C=N/NC(=O)CSc2ccccn2)c1O	0	-4	-7	-1.0	0	-2.3	5	-8	-4
36	N#CC1(NC(=O)Cn2cc(C(F)(F)F)ccc2=O)CCCC1	5	-3	-19	0.5	3	1.2	7	-9	2
37	COc1ccc2[nH]cc(CCN3C(=O)c4ccc(C(=O)O)cc4C3=O)c2c1	1	-2	-11	/	/	/	-3	15	/
38	Cc1cc(NC(=O)COc2ccccc2)n(-c2ccccc2)n1	3	-4	-8	0.2	-12	-1.4	9	-3	-3
39	COc1ccc(C2C3C(=O)N(Cc4ccccc4)C(=O)C3ON2c2ccccc2)c(OC)c1OC (stereo not given)	1	-3	24	1.6	-6	-0.6	-7	6	-20
40	Cc1cc(C)cc(N(CC(=O)N/N=C/c2ccncc2)S(=O)(=O)c2ccccc2)c1	0	-4	-7	-0.5	-31	-2.0	9	-6	-4
41	Oc1cc(-n2cccn2)c(O)cc1-n1cccn1	-1	-4	5	0.5	1	-1.3	3	-7	-14
42	CCCCN(C(=O)c1ccc(-c2ccc(Cl)cc2)o1)c1c(N)n(CCCC)c(=O)[nH]c1=O	-1	0	-8	-0.9	-26	-0.7	21	-25	-5
43	Cc1cc(C)cc(NC(=O)CCNS(=O)(=O)c2cc(Br)cnc2N)c1	4	-1	13	0.3	-17	2.6	-1	4	-7
44	O=C(COc1ccccc1[N+](=O)[O-])N/N=C/c1ccccn1	9	-9	1	-0.2	10	0.3	11	-7	-16
45	NC(=O)c1nsc(C(=O)N(CC(=O)NC2CCCCC2)c2cccc(F)c2)c1N	3	-5	-2	0.2	-17	-0.8	2	2	-17
46	CN(C)c1nc(OCc2ccccc2)c2ncc(=O)[nH]c2n1	-2	-3	-4	-0.8	-4	-3.7	0	3	-4
47	Oc1cc(CNCc2ccccc2)c(O)cc1CNCc1ccccc1	5	-2	4	/	/	/	-9	12	/
48	COc1ccccc1/C=C/C(=O)OCC(=O)c1cc(C)n(C)c1C	-3	-4	6	-0.4	-15	0.5	3	0	-6
49	Oc1ccc(/C=N/n2cnn(Cc3ccccc3Cl)c2=S)c(O)c1	12	-2	1	5.7	-6	4.0	16	-7	-7
50	CCOc1ccccc1N1CCN(C(=O)c2c(C)noc2C)CC1	6	-3	0	0.4	4	1.1	3	-13	3

Next part.
#	SMILES	TAAR1 agonist	CHRM1 agonist	TAAR1 antagonist	V1R ag counter	CHO parental Ca	OXTR agonist	M1 PAM	M1 antag	OXTR potentiate
51	Clc1ccccc1OCc1nc(-c2ccccn2)no1	15	-5	18	1.6	-1	-0.1	4	-27	0
52	COC(=O)c1cccc(NC(=S)Nc2cccc(Cl)c2Cl)c1	15	-6	8	-0.1	-7	1.3	1	-3	4
53	CCCCNC(=O)CSc1nc2ccc(NC(=O)CSc3nnc(N)s3)cc2s1	1	-1	14	0.3	3	0.8	11	-10	-2
54	CN(C)S(=O)(=O)c1ccc(N2CCCC2)c(C(=O)NNC(=O)COc2ccccc2Cl)c1	3	-1	-16	-0.5	-18	-0.9	-8	15	-5
55	CCOc1ccc(CC(=O)C2C(=O)CCCC2=O)cc1OCC	/	-3	/	-0.3	-20	-0.9	11	-14	-11
56	Cc1cccc(S(=O)(=O)N(C)C[C@H]2OCc3cnnn3CCCC(=O)N([C@@H](C)CO)C[C@H]2C)c1	0	-9	-8	/	/	/	3	-12	/
57	NC(=O)c1cccnc1Nc1cccc([N+](=O)[O-])c1	1	-5	-8	-0.2	-4	0.8	6	-5	-14

Reprinted at random: 3 compounds from above
#	SMILES	TAAR1 agonist	CHRM1 agonist	TAAR1 antagonist	V1R ag counter	CHO parental Ca	OXTR agonist	M1 PAM	M1 antag	OXTR potentiate
55	CCOc1ccc(CC(=O)C2C(=O)CCCC2=O)cc1OCC	/	-3	/	-0.3	-20	-0.9	11	-14	-11
56	Cc1cccc(S(=O)(=O)N(C)C[C@H]2OCc3cnnn3CCCC(=O)N([C@@H](C)CO)C[C@H]2C)c1	0	-9	-8	/	/	/	3	-12	/
53	CCCCNC(=O)CSc1nc2ccc(NC(=O)CSc3nnc(N)s3)cc2s1	1	-1	14	0.3	3	0.8	11	-10	-2
